MsrA act = activators of bovine methionine sulfoxide reductase A; purified bovine MsrA, absorbance read-out; activation, % at 10.6 µM; 0.3% of 360,000 active; AID 602163; in the data active means activation above about 7.5%;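 further: 0% = vehicle and 100% = reference activator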
Tb MetRS inh = blocks T. brucei methionyl-tRNA synthetase activity. 0.4% of 360,000 active. purified T. brucei MetRS, ATP depletion, Kinase-Glo luminescence. inhibition, % at 11.9 µM. AID 624268;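 active means inhibition above a per-plate cutoff of the control wells' mean inhibition plus 3 SD, cut at about 5.5% in these data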;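 further: 0% = DMSO wells median and 100% = median of wells with control inhibitor compound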
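technique = Kinase-Glo luminescence, ATP depletion format | system = purified MetRS (methionyl-tRNA synthetase) enzyme from Trypanosoma brucei | timing = 15 min preincubation, 2 h reaction, all 25 °C | evaluation = percent inhibition versus plate control medians | dosing = single dose, 11.9 µM final nominal, 0.9% final DMSO | also added = substrates ATP, L-methionine and bulk Escherichia coli tRNA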
CendR NRP1 mod = alters CendR peptide binding to human NRP-1. O14786. FAM-RPARPAR peptide binding to NRP-1, fluorescence polarization. inhibition, % at 25 µM. 0.85% of 360,000 active;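 active means inhibition or corrected inhibition above about 18%, plus a signal ratio from 0.5 to 1.5, limit read from the data, passing the limit was not always enough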; further: strong numbers were not always called active
Target sequence (O14786 whole entry, looked up): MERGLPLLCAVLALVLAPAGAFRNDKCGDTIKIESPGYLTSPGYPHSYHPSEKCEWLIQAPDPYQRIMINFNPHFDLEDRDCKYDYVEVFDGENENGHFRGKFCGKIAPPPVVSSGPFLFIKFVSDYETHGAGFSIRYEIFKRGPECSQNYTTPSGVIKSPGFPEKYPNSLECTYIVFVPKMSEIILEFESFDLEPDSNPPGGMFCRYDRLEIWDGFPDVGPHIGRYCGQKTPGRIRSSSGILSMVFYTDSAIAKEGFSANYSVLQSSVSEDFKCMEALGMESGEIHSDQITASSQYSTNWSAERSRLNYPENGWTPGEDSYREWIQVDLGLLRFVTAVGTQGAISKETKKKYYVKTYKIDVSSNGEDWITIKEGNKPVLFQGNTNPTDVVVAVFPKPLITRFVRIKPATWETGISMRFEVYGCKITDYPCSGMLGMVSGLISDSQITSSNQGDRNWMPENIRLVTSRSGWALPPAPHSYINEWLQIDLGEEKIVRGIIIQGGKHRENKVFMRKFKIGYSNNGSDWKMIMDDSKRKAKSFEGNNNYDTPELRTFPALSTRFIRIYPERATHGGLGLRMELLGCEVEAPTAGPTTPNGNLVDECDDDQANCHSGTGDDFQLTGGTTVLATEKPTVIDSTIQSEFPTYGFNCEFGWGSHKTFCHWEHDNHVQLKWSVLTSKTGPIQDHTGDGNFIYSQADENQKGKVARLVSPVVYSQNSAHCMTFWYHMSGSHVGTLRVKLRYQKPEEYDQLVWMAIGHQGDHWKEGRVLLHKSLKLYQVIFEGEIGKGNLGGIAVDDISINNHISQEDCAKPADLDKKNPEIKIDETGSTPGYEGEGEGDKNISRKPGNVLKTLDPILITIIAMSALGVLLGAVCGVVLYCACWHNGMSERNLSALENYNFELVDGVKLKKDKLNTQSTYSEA
MT1-MMP act inh = inhibitors of human MT1-MMP activation; P50281; AID 651647; 0.061% of 360,000 active; GFP/RFP ratio change, % at 20 µM; HT1080 RFP-PRO-GFP cells, GFP/RFP ratio fluorescence, overnight; percent of plate control window, DMSO zero;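 active means GFP/RFP ratio change of at least 30% with cell ATP level not reduced by more than half and red fluorescence within 50% of control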; further: strong numbers were not always called active
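system = RFP-PRO-GFP reporter HT1080 cells | dosing = 20 µM single dose, 1% DMSO | timing = overnight cell settling, then overnight compound exposure, 37 °C, 5% CO2 | read-out basis = GFP/RFP fluorescence ratio | controls = DMSO and RFP-L50D-GFP cell wells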
PABP1 MLLE inh = blocks PAM2 peptide binding to the PABP1 MLLE domain | P11940 | inhibition, % at 20 µM | 0.36% of 360,000 active | AID 588489 | GST-MLLE / FITC-PAM2 fluorescence polarization; in the data active means inhibition above about 35%, passing the limit was not always enough;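 further: plate controls were DMSO wells with GST-MLLE for no effect and wells lacking GST-MLLE protein for full effect; some results filed as inactive read as strong as hits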
SKN-1 block = inhibitors of C. elegans SKN-1 | C. elegans VP596 Pgst-4::GFP/RFP ratio, acrylamide-induced, 24 h | 0.49% of 360,000 active | inhibition, % at 21.8 µM;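 active means interference check ratio from 0.5 to 1.5 plus GFP to RFP signal ratio inhibition reaching or exceeding a fixed threshold, cut at about 30% in these data, passing the limit was not always enough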; further: some compounds called inactive have numbers as strong as hits
E coli Lon inh = inhibits E. coli Lon protease | P0A9M0 | purified E. coli Lon protease, fluorescence polarization | inhibition, % at 7.94 µM | 0.42% of 360,000 active | AID 602123; in the data active means inhibition above about 13%, passing the limit was not always enough;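 further: 0% = enzyme with probe and DMSO and 100% = no enzyme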
MsrA inh = inhibitors of bovine MsrA; 0.75% of 360,000 active; purified bovine MsrA, absorbance read-out; AID 651718; inhibition, % at 15.5 µM; in the data active means inhibition above about 4.5%;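 further: 0% = vehicle wells with enzyme and 100% = reference inhibitor wells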
FAS TE block = FAS thioesterase (human) inhibition. P49327. recombinant FAS-TE, OMFH fluorogenic substrate, fluorescence endpoint. inhibition, % at 15 µM. 0.67% of 360,000 active. AID 602261;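 active means compounds whose normalised, plate-corrected inhibition of enzyme fluorescence in the single-dose primary screen is 50% or more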;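 further: 0% = DMSO with enzyme and 100% = substrate without enzyme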
Numbers without * were called inactive; / = not tested or not shown.

SMILES	MsrA act	Tb MetRS inh	CendR NRP1 mod	MT1-MMP act inh	PABP1 MLLE inh	SKN-1 block	E coli Lon inh	MsrA inh	FAS TE block
O=C(O)c1ccc([N+](=O)[O-])cc1Sc1ccsc1	-3	0.1	17	1	12	10	-6	0.3	-4
CCC(O)CNc1nc(SC)nc2sc3c(c12)CCN(C)C3 (stereo not given)	-8	-0.6	-28	-14	-9	-17	-7	1.9	-8
O=C(c1ccccc1F)N(Cc1nc2ccccc2c(=O)[nH]1)C1CCCC1	-2	-0.4	7	0	1	-3	3	1.5	-2
CC(=O)c1cccc(CN2CCN(Cc3ccc(F)cc3)C(CCO)C2)c1 (stereo not given)	-13	-0.8	-4	/	4	12	7	-1.5	-10
COc1ccc2[nH]c3c(c2c1)CNCC3	-1	-0.2	-3	0	-3	11	-9	1.8	-12
CCCCOc1cccc(C(=O)O)c1	-2	0.1	2	1	8	-2	6	1.2	-6
Cc1ccc(NC(=O)CCN2C(=O)C3CCCCC3C2=O)cc1[N+](=O)[O-] (stereo not given)	-1	-0.3	4	1	4	14	-5	0.6	-2
COc1cc(CNc2ncn[nH]2)cc(Br)c1OC	-3	0.6	-4	13	-16	10	2	-0.4	-5
Cc1cccc(C)c1NC(=O)C(c1ccccc1)N1CCC1=O (stereo not given)	-6	-1.1	8	1	7	1	-9	-0.2	-10
COc1cc(C(c2c(C(=O)O)[nH]c3ccccc23)c2c(C(=O)O)[nH]c3ccccc23)ccc1OCc1ccccc1	-4	0.9	-101	-4	-2	14	1	0.9	-2
CCn1c(C)nc2cc(OC)ccc21	-1	0.3	21*	-4	14	13	1	0.7	0
CCOC1CCCc2oc(-c3ccc(N(C)C)cc3)c(C(=O)OC)c21 (stereo not given)	-4	0.1	7	-8	/	1	0	1.4	8
CC(NC(=O)c1cccc(S(=O)(=O)N2CCc3ccccc3C2)c1)c1ccco1 (stereo not given)	-2	-0.2	-3	-1	10	17	-6	-0.2	4
CSc1ccc(CN(C)CC(=O)Nc2cccc(Br)c2)cc1	-1	-0.2	-19	2	-5	11	-1	0.9	21
O=C(N1CCOCC1)N1CCCN(C(=O)N2CCOCC2)CC1	-3	-0.8	-1	-1	-4	0	1	0.1	-4
O=C(N/C(=C\c1cccnc1)C(=O)N1CCCCC1)c1cccc(Br)c1	-3	-0.4	-11	2	10	7	-2	0.6	-4
Cc1cc2oc(=O)cc(CN(C)Cc3ccccc3F)c2cc1Cl	1	-0.2	5	0	-2	17	-5	0.5	29
CC(C)c1cc(C(=O)Nc2cccc(C(F)(F)F)c2)no1	-1	0.1	4	3	-5	17	12	-0.4	14
CC(C)CC(N)c1csc(Nc2ccc(C(=O)c3ccccc3)cc2)n1 (stereo not given)	-8	-0.2	-3	-7	-15	-5	6	-1.7	-19
COC1C=COC2(C)Oc3c(C)c(O)c4c(O)c(c(CN5CCN(C)CC5)c(O)c4c3C2=O)NC(=O)C(C)=CC=CC(C)C(O)C(C)C(O)C(C)C(OC(C)=O)C1C (stereo not given)	-4	-0.4	16	-22	31	4	28	0.5	-5

CendR NRP1 mod: hit marks shown above.
Structure | MsrA act | Tb MetRS inh | CendR NRP1 mod | MT1-MMP act inh | PABP1 MLLE inh | SKN-1 block | E coli Lon inh | MsrA inh
CCn1c(C)nc2cc(OC)ccc21 | -1 | 0.3 | 21* | -4 | 14 | 13 | 1 | 0.7

Next part.
SMILES	MsrA act	Tb MetRS inh	CendR NRP1 mod	MT1-MMP act inh	PABP1 MLLE inh	SKN-1 block	E coli Lon inh	MsrA inh	FAS TE block
Cc1cc(/C=C(/C#N)c2cccc(F)c2)c(C)n1-c1cccnc1	-4	0.1	7	-4	-4	16	5	26*	25
CNC(=O)C1CC(=O)N(Cc2ccc3c(c2)OCO3)C(=Nc2ccc(OC)cc2)S1 (stereo not given)	-13	-1.7	-2	3	11	-8	7	-0.6	-1
Cc1ccc(C(=O)N2CCC(C(=O)c3ccc(Cl)cc3)CC2)cc1	-2	0.1	2	0	-3	12	9	2.4	2
CCCCCC(=O)c1ccc(O)cc1O	-7	-1.0	6	2	-1	7	2	3.1	2
COc1ccccc1C1CC(=O)Oc2cc(C)c(Cl)c(C)c21 (stereo not given)	-2	-0.9	-6	0	-1	5	-7	0.7	26
CCOc1ccccc1NC(=O)Cc1c(F)cccc1Cl	-3	-1.2	-13	3	-9	-1	-8	1.1	-13
CC1(C(=O)NS(=O)(=O)Cc2ccccc2)CCN1C(=O)C1(c2ccc(Cl)cc2)CC1 (stereo not given)	0	0.5	14	-2	0	-10	-10	0.3	-7
Cc1ccnc(NS(=O)(=O)c2ccc(NC(=O)C34CC5CC(C)(CC(C)(C5)C3)C4)cc2)n1	-5	-1.2	-9	1	0	-17	0	0.7	-3
COc1ccc(NC(=O)c2ccc(COCC(F)(F)C(F)F)cc2)cc1	-1	0.5	-9	5	-1	9	-22	-0.7	1
CCC(=O)N1CCc2cc(S(=O)(=O)CCC(=O)N3CCCC(C)C3)ccc21 (stereo not given)	-2	0.7	5	3	14	12	0	1.1	-4
COc1cccc2cc(C(=O)NCc3ccco3)c(=Nc3ccc(C(=O)O)cc3)oc12	-2	0.0	-15	4	-17	15	-9	1.2	0
O=C(O)c1ccc(Sc2ccccn2)c([N+](=O)[O-])c1	-10	-1.2	-4	0	5	2	7	1.6	-2
Cc1ccc(S(=O)(=O)N2C[C@H]3N(C(=O)OC(C)C)N(C(=O)OC(C)C)C[C@H](OC(=O)NCC4CCCCC4)[C@@]3(O)C2)cc1	-1	-0.6	-11	-26	10	17	1	/	14
CC(=O)N1c2ccc(S(=O)(=O)N3CCCC(C(=O)NCc4ccc(Cl)cc4)C3)cc2CC1C (stereo not given)	-1	-0.1	5	-5	4	7	2	-0.8	21
O=C(CSCc1c(F)cccc1Cl)NCc1ccncc1	0	-0.3	-2	3	-9	-4	6	0.4	-1
CCCCn1nc(C(=O)NCc2ccccc2CN2CCCC2)c2ccccc2c1=O	-3	-0.5	10	-1	-7	0	5	1.1	0
CCCCCCCCNS(=O)(=O)CCNC1CC1	0	-0.6	9	-1	-1	10	-4	-0.2	-2
O=C1Nc2ccccc2C1=Nc1ccccc1-c1ccccc1	-1	0.1	5	2	10	-2	-3	0.1	5
Cc1nc(C)n(C(C)CNC(=O)c2ccccc2)n1 (stereo not given)	-2	-0.5	4	0	-10	6	-7	-0.5	-5
CCOC(=O)c1ccc(NC(=O)Cn2nnc(-c3ccccc3)n2)cc1	-1	0.3	10	-4	4	13	1	1.4	-3

As a short view, some entries already given.
SMILES	MsrA act	Tb MetRS inh	CendR NRP1 mod	MT1-MMP act inh	PABP1 MLLE inh	SKN-1 block	E coli Lon inh	MsrA inh	FAS TE block
Cc1ccnc(NS(=O)(=O)c2ccc(NC(=O)C34CC5CC(C)(CC(C)(C5)C3)C4)cc2)n1	-5	-1.2	-9	1	0	-17	0	0.7	-3
COc1ccc(NC(=O)c2ccc(COCC(F)(F)C(F)F)cc2)cc1	-1	0.5	-9	5	-1	9	-22	-0.7	1
CCC(=O)N1CCc2cc(S(=O)(=O)CCC(=O)N3CCCC(C)C3)ccc21 (stereo not given)	-2	0.7	5	3	14	12	0	1.1	-4
COc1cccc2cc(C(=O)NCc3ccco3)c(=Nc3ccc(C(=O)O)cc3)oc12	-2	0.0	-15	4	-17	15	-9	1.2	0
O=C(O)c1ccc(Sc2ccccn2)c([N+](=O)[O-])c1	-10	-1.2	-4	0	5	2	7	1.6	-2
Cc1ccc(S(=O)(=O)N2C[C@H]3N(C(=O)OC(C)C)N(C(=O)OC(C)C)C[C@H](OC(=O)NCC4CCCCC4)[C@@]3(O)C2)cc1	-1	-0.6	-11	-26	10	17	1	/	14
CC(=O)N1c2ccc(S(=O)(=O)N3CCCC(C(=O)NCc4ccc(Cl)cc4)C3)cc2CC1C (stereo not given)	-1	-0.1	5	-5	4	7	2	-0.8	21
O=C(CSCc1c(F)cccc1Cl)NCc1ccncc1	0	-0.3	-2	3	-9	-4	6	0.4	-1
CCCCn1nc(C(=O)NCc2ccccc2CN2CCCC2)c2ccccc2c1=O	-3	-0.5	10	-1	-7	0	5	1.1	0
CCCCCCCCNS(=O)(=O)CCNC1CC1	0	-0.6	9	-1	-1	10	-4	-0.2	-2
O=C1Nc2ccccc2C1=Nc1ccccc1-c1ccccc1	-1	0.1	5	2	10	-2	-3	0.1	5
Cc1nc(C)n(C(C)CNC(=O)c2ccccc2)n1 (stereo not given)	-2	-0.5	4	0	-10	6	-7	-0.5	-5
CCOC(=O)c1ccc(NC(=O)Cn2nnc(-c3ccccc3)n2)cc1	-1	0.3	10	-4	4	13	1	1.4	-3

(next part)
SMILES	MsrA act	Tb MetRS inh	CendR NRP1 mod	MT1-MMP act inh	PABP1 MLLE inh	SKN-1 block	E coli Lon inh	MsrA inh	FAS TE block
COc1ccc(Cc2nnc(NC(=O)c3ccccc3[N+](=O)[O-])s2)cc1	-15	-0.8	-3	-1	-1	5	0	-0.2	-7
COc1ccc(CC(=O)NNC(=S)NCC2CC2)cc1OC	-7	-0.2	2	7	-36	-2	2	-0.8	1
N=c1c2c(-c3ccccc3)c(-c3ccccc3)n(Cc3ccco3)c2ncn1CCN1CCOCC1	-4	0.1	6	-3	4	11	-8	-0.2	1
CN(C)CCCN(C(=O)c1cc(Cl)sc1Cl)c1nc2cc3c(cc2s1)OCO3	-8	-0.2	10	-5	10	-6	2	1.8	6
CC1CCCCC1NC(=O)CCC(=O)N1CCOc2ccc(Cl)cc21 (stereo not given)	-3	-0.6	18	-4	-12	15	2	-0.6	2
CCCC(=O)C1=C(N2CCCC2)CC(C)(C)C(C(=O)OC)C1=O (stereo not given)	-3	-0.7	4	2	-19	4	-8	-0.3	-5
CCOc1ccc(N2CC(C(=O)OCC(=O)NCc3ccccc3)CC2=O)cc1 (stereo not given)	-1	-0.3	-2	-3	4	2	3	-0.7	-8
Cc1ccc(C(=O)N/C(=C\c2sccc2C)C(=O)NCc2ccco2)cc1	-13	-1.6	39*	/	6	5	-1	1.8	-4
CCOC(=O)c1c(NC(=O)C2CC2)sc2c1CC(C)(C)OC2	-3	-0.1	-19	-1	11	8	0	1.7	-6
COc1ccc2c(COC(=O)[C@@H]3CCCN3S(=O)(=O)c3ccc(Cl)cc3)cc(=O)oc2c1	-2	0.0	-14	-1	-5	17	-17	1.3	22
CC(=O)Nc1ccc(C(=O)OCC(=O)c2cccc([N+](=O)[O-])c2)cc1	8.4*	0.2	1	-2	-7	-3	-5	-1.5	-1
COc1ccccc1C(=O)COC(=O)/C(=C/c1ccccc1)NC(C)=O	-3	-0.4	5	0	12	1	-7	-0.1	-1
CC(C)CC(Nc1ncnc2scc(-c3ccccc3)c12)C(=O)O (stereo not given)	0	1.2	-14	-3	-9	9	2	-0.9	-5
COc1ccc(C)cc1NC(=O)CCCN1C(=O)C(c2ccccc2)Oc2cccnc21 (stereo not given)	-4	-0.3	0	0	-13	1	-10	-1.2	11
Clc1ccc(-c2ccccc2)cn1	-5	-0.3	5	-2	7	9	-8	-0.8	-12
CC(C)C(=O)Nc1cccc(-c2cnc3ccccc3n2)c1	-5	-0.1	6	3	1	-18	-2	3.1	2
COc1cccc(CC(NC(C)=O)C(=O)NC2CCN(c3c(Cc4ccccc4)c(C)nc4ncnn34)CC2)c1 (stereo not given)	-5	-1.0	-6	10	10	9	-2	2.3	-8
CC(C)(C)C1CCC(=NNC(=O)c2ccccc2-n2cccc2)CC1 (stereo not given)	2	-0.6	-8	7	-9	-4	4	-0.9	6

Bioassay records as filed in PubChem BioAssay.
